From PubChem
Anesthetic bind = binds horse apoferritin like a general anesthetic. apoferritin/1-aminoanthracene competitive binding, fluorescence. Potency, µM (series often up to 77.5 µM), without a hit: at the top dose activity change, negative = displacement, most hits filed as inhibitors. 0.074% of 350,000 active; further: potency means the concentration at half of the fitted maximal effect; on the % scale 0 is the no-effect control and ±100 the full control effect; nearly all actives have a fitted effect of over 20% in size
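Concentration-response curves derived by four-parameter Hill fitting of normalized fluorescence, where compounds displaced 1-AMA from 10 uM horse apoferritin following a brief 10 min room-temperature incubation; propofol titration acted as positive control.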
ERG Ets-DNA blk = ERG Ets/DNA interaction inhibition; 0.028% of 370,000 active; Potency, µM (highest dose often 76.9 µM), inactives show at the highest dose FP activity, negative = inhibition, hits mostly inhibitors; P11308; fluorescence polarization, His-ERG Ets domain / labelled DNA; active means well fitted inhibition curve with a large enough effect in the polarisation, with a control signal flat; inconclusive means small, poorly fitted or top-dose-only effect, or effect the other way, or a change in a side signal; inactive means no such curve, though single readings can be large or run the other way; the % refers to the polarisation;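 further: polarization taken with two DNA probes labelled with fluorescein and Texas red; potency means the concentration at half of the fitted maximal effect; % of control where 0% means no effect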
Target sequence (P11308 whole entry, looked up, the tested form may be a part): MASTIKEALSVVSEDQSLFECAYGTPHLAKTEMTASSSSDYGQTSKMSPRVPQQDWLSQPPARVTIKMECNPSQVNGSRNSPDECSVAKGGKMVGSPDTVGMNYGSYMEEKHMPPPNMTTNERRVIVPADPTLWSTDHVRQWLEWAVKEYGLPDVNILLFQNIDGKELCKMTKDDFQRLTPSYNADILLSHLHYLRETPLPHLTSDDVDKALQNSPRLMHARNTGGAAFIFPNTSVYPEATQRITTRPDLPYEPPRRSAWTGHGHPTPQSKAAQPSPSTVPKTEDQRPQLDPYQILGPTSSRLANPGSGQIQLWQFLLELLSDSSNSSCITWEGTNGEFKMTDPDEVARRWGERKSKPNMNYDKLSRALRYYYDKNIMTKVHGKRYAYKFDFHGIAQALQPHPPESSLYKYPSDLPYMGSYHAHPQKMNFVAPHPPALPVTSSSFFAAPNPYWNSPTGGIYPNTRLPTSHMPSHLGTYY
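His-tagged ERG Ets domain (1 uM in the protein solution; 300mM KCl, 50mM Tris-HCl, 1mM EDTA, 1mM DTT, pH 7.5) received compound, then a probe mix of 5 nM fluorescein-DNA and 100nM Texas-615-DNA. Fluorescence polarization was read for both dyes.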
APE1 inh = inhibitors of human APE1 endonuclease. P27695. recombinant APE1, TAMRA/BHQ-2 abasic DNA cleavage fluorescence. AID 2517. 0.35% of 350,000 active. Potency, µM (doses to about 65.8 µM), inactives show at the top dose activity change, negative = inhibition, most hits filed as inhibitors;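 further: potency means the concentration at half of the fitted maximal effect; plate controls were vehicle for no effect and reference inhibitor for full effect; nearly all actives have a fitted effect of over 55% in size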
Target sequence (P27695 whole entry, looked up): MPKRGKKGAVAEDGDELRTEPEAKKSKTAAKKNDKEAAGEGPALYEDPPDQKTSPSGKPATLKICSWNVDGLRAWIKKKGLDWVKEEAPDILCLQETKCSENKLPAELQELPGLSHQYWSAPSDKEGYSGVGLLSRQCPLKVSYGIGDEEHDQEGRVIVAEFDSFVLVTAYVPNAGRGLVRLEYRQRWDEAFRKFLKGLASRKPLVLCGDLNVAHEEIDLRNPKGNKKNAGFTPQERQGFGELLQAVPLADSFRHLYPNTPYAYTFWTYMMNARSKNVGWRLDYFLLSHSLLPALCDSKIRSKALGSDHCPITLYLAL
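Compound pre-exposure to 0.75 nM APE1, 15 min at ambient temperature. Reaction initiated with 50 nM TAMRA/BHQ-2 THF substrate, read immediately in kinetic mode, 525 nm excitation, 598 nm emission.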
ALOX12 inh = ALOX12 (human) lipoxygenase inhibition. P18054. purified 12hLO, xylenol orange hydroperoxide absorbance. Potency, µM (highest dose often 108 µM), without a hit: at the highest dose activity change, negative = inhibition, usual class: inhibitors. 1.1% of 580,000 active; further: potency means the concentration at half of the fitted maximal effect; on the % scale 0 is the no-effect control and ±100 the full control effect
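Purified human 12hLO at 150 nM in 25 mM Hepes, 0.01% Triton X-100, pH 7.0, preincubated 15 min at room temperature with compound. Reaction started with 40 uM arachidonic acid, 30 min at room temperature. Hydroperoxide measured by Fe-xylenol orange, 573/405 nm absorbance ratio.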
POLB inh = DNA polymerase beta (human) inhibition | P06746 | Pol beta primer extension/strand displacement, fluorescence kinetic | Potency, µM (series often up to 114 µM), without a hit: at the top dose activity change, negative = inhibition, hits mostly inhibitors | 1.3% of 340,000 active | AID 485314; further: potency means the concentration at half of the fitted maximal effect; on the % scale 0 is the no-effect control and ±100 the full control effect
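Reaction started by 50 nM substrate onto compound-treated Pol beta (10 nM, 15 min preincubation, room temperature); plates read at 0 min and 10 min. Normalized concentration-effect data fitted by four-parameter Hill equation.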
POLH inh = DNA polymerase eta (human) inhibition; Q9Y253; recombinant Pol eta, fluorescent DNA replication assay; Potency, µM (top dose mostly 114 µM), for the others: at the highest dose activity change, negative = inhibition, most hits filed as inhibitors; 1.2% of 390,000 active; AID 588591; further: potency means the concentration at half of the fitted maximal effect; on the % scale 0 is the no-effect control and ±100 the full control effect
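Pol eta at 10 nM preincubated with compounds 15 min at room temperature; reaction started with fluorescent substrate (50 nM final) and read kinetically at 0 and 10 min.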
Pol kappa inh = DNA polymerase kappa (human) inhibition; Q9UBT6; purified Pol kappa, fluorescent DNA synthesis assay, 10 min; Potency, µM (top dose mostly 107 µM), for the others: top-dose activity, negative = inhibition, hits mostly inhibitors; 0.53% of 400,000 active; further: potency means the concentration at half of the fitted maximal effect; on the % scale 0 is the no-effect control and ±100 the full control effect
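50 nM final substrate added after 15 min RT preincubation of 10 nM Pol kappa with compound; fluorescence read at 0 and 10 min.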
RGS4 inhibitor = human RGS4 inhibition. P49798. Transcreener GDP fluorescence polarization, RGS4-accelerated GTP hydrolysis. Potency, µM (highest dose often 114 µM), for the others: at the top dose activity change, negative = inhibition, actives largely listed as inhibitors. 0.039% of 390,000 active. AID 504845; further: potency means the concentration at half of the fitted maximal effect; on the % scale 0 is the no-effect control and ±100 the full control effect; nearly all actives have a fitted effect of over 75% in size; some results filed as inactive show a strong effect at the top dose
Target sequence (P49798 whole entry, looked up): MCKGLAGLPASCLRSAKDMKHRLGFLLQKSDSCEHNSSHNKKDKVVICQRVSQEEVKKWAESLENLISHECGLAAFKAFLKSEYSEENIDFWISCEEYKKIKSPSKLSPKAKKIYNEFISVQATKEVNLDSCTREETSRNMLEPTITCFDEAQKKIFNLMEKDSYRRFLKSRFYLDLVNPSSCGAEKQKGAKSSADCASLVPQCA
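MLSMR compounds (23 nl, pin-transferred) preincubated 10 min at room temperature with a 500nM (2x) first reagent, then RGS4 at 900nM (2x) plus Transcreener GDP mix added; fluorescence polarization (620/688 nm) read before and after 90 min at 30 °C.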
LDHA block = LDHA (human) enzyme inhibition | P00338 | purified LDHA, NADH/diaphorase-resazurin fluorescence; active compounds read low | activity change, % (values are at about 110 or 230 µM) | 0.15% of 480,000 active; in the data active means activity change below about -30%; inconclusive means mostly about -25% to -30%;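 further: plate controls were DMSO wells for no effect and wells without enzyme for full effect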
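LDH5 2 nM; NADH 0.06 mM, pyruvate 0.2 mM; 200 mM Tris pH 7.4, EDTA, Tween-20; 5 min RT. Detection: diaphorase 0.133 mg/mL + resazurin 37 µM, fluorescence ex540/em590 at 0 and 20 min; normalized to enzyme-free and DMSO wells.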
* hit, by the source's call; ? = inconclusive; nt = not tested or not shown; & = joins results of further samples; [ ] = another dose, or the depositor's remark. Unless noted, the call rests on the fitted dose curve; in most records, active means well fitted curve in the direction sought with a large enough effect; inconclusive means small, poorly fitted or top-dose-only effect, or another doubt; inactive means no such curve, though single readings can be large; an effect the other way counts as inactive or inconclusive. An excerpt. The share of hits here may be higher or lower than overall.

SMILES | Anesthetic bind | ERG Ets-DNA blk | APE1 inh | ALOX12 inh | POLB inh | POLH inh | Pol kappa inh | RGS4 inhibitor | LDHA block
CC(C)Oc1ccc(/C=N/NC(=O)C(CSCc2ccccc2)NC(=O)c2ccc([N+](=O)[O-])cc2)cc1 (centres undefined) | 3% | -5% | 4% | nt | 11% | -13% | -4% | 0% | -8
Cc1ccc(-n2ccnc(NCc3cccs3)c2=O)cc1C | ? | 0% | nt | -27% | -2% | -12% | 3% | ? | 2
CCn1nnc(NC(=O)c2ccc(-c3ccc(Cl)cc3)o2)n1 | 0% | -2% | 12% | 0% | 16% | 10% | -14% | -1% | -5
O=S(=O)(c1ccccc1)N1CCN(C(=S)NCCc2ccccc2)CC1 | -4% | 7% | 16% | 0% | 12% | -12% | 4% | -19% | -2
COc1ccc(-c2cc3c(=O)n(CC(=O)NCCCN4CCC(N5CCCCC5)CC4)nc(C)n3n2)cc1 | -4% | -1% | 6% | 1% | 0% | -8% | -4% | -2% | -4
CCOC(=O)c1sc(=S)n(C)c1NC(=O)c1ccc(C(C)(C)C)cc1 | ? | 4% | -1% | 97% | ? | -24% | -13% | ? | -3
CCOc1ccc(S(=O)(=O)N2CCN=C2c2ccccc2)c(C)c1C | -15% | 3% | 31% | -1% | -12% | -12% | -11% | -14% | -3
COc1ccc(/C(O)=C2/C(=O)C(=O)N(Cc3ccco3)C2c2cccs2)cc1 (centres undefined) | -6% | nt | ? | 20µM* | ? | 0% | -19% | 18% | 3
CCN(CC)CCNC(=O)CCn1c(=O)c2cccn2c2cccnc21 | -11% | -3% | nt | -21% | 22% | -23% | 1% | -21% | -14
O=c1cc(NCc2ccccc2)c2ccccc2o1 | -4% | -3% | 0% | -7% | -15% | -14% | -10% | 2% | -2
CC(C)(C)c1cc(-c2nc(N)nc(N)n2)cc(C(C)(C)C)c1 | -17% | 2% | 6% | 5% | 11% | -15% | -12% | -13% | -4
O=C(CNS(=O)(=O)c1ccc(Br)s1)N1CCC(N2CCCCC2)CC1 | -10% | 5% | ? | -5% | 23% | -6% | -2% | 2% | -2
COc1ccccc1-c1cc(C(F)(F)F)nc(N2CCCCC2)n1 | -5% | -2% | -2% | 20% | -5% | -23% | -22% | -1% | 3
O=C1c2ccccc2C(=O)N1CCc1nc2ccccc2c(=O)n1CCCn1ccnc1 | -22% | 1% | -3% | -11% | 17% | -10% | -11% | -1% | -11
CN(C)CCCN(C(=O)c1ccc(S(=O)(=O)N2CCCCCC2)cc1)c1nc2c(F)cc(F)cc2s1 | nt | 4% | -7% | ? | nt | ? | 3% | -12% | 1
Cc1nc2ccc(NC(=O)C(F)(F)F)cc2o1 | -8% | 3% | -1% | -26% | 9% | -17% | 6% | 9% | -2
Cc1oc(-c2ccccc2F)nc1CS(=O)(=O)CC(=O)NCCCN1CCc2ccccc2C1 | 2% | 8% | -2% | 15% | 15% | -20% | 12% | -12% | 0
O=C(Nc1ccc(Br)cc1)c1cccc(S(=O)(=O)N2CCc3ccccc32)c1 | 2% | 2% | nt | ? | -27% | -16% | -13% | -8% | 3
O=C(OCCN=C1NS(=O)(=O)c2ccccc21)C1CC(=O)N(c2ccc(Cl)cc2)C1 (centres undefined) | -7% | -7% | 0% | -1% | ? | -7% | -7% | -11% | -7
CCCNC(=O)c1ccc(N2CCC3(CC2)CC(c2cccc(Br)c2)=NO3)c(NC(=O)c2cccc(C)c2)c1 | nt | -7% | 23% | ? | nt | -20% | 13% | -17% | -5
O=C(Nc1ccc2c(c1)OCO2)c1cc(Cl)ccn1 | nt | 10%[15.4 µM] | 20% | 26% | nt | 0% | 1% | -16% | 3
NC(=S)Nc1cccc(Cl)c1 | 2% | 4% | -6% | -12% | -19% | -1% | -3% | 1% | -13
COc1ccc(/C=C/C(=O)c2ccc(O)cc2)cc1COc1ccc(F)cc1 | ? | nt | -7% | -27% | -2% | -12% | -11% | -20% | -2
O=C(CSCc1cnn(-c2ccccc2)c1-n1cccc1)NCc1ccccc1Br | -5% | 3% | nt | -16% | 1% | -10% | 2% | -25% | 1
CC(=O)Nc1ccc(Cl)c(-c2nc3ncccc3o2)c1 | -3% | 9% | 11% | ? | -11% | -4% | 0% | 10% | -6

Following part:
SMILES | Anesthetic bind | ERG Ets-DNA blk | APE1 inh | ALOX12 inh | POLB inh | POLH inh | Pol kappa inh | RGS4 inhibitor | LDHA block
CCOCCN1CCN(c2c(C)c(C)nc3cc(-c4cc(OC)cc(OC)c4)nn23)CC1 | -6% | -1% | -1% | 2%[57.4 µM] | -10% | -4% | -2% | 10% | -4
Cc1cccc(N(Cc2cc3ccc(C)cc3[nH]c2=O)S(=O)(=O)c2ccccc2)c1 | -17% | 4% | 8% | -22% | 1% | -17% | -10% | 9% | -2
Clc1cccc(-c2nc(-c3ccc(-c4nn[nH]n4)cc3)no2)c1 | nt | nt | -22%&6% | -16% | nt | -5% | 1% | -6% | -3
O=C1c2cccc3cccc(c23)C(=O)N1Nc1ccccc1 | ? | -4% | 6% | -13% | 19% | -1% | -14% | -15% | -7
O=C1Nc2cc(C(=O)NCC3CCCO3)ccc2S/C1=C/c1ccccc1F (centres undefined) | -10% | -6% | 9% | -4% | -24% | -2% | -17% | 0% | -7
COc1ccc(/C=C2/N=C3CCCCCN3C2=O)cc1 | -24% | 5% | 6% | -22% | 30% | 6% | -13% | -36% | 4
O=C(NCCc1c[nH]c2ccccc12)OCCSS(=O)(=O)O | 1% | 3% | -3% | -8% | 5% | -7% | -19% | -12% | -9
CCCCNc1nc(CC)c2c(c1C#N)CCCC2 | -13% | -10% | 2% | 316%[activator] | 5% | 5% | 3% | -7% | -2
N=c1ccccn1CC(O)COc1ccccc1 (centres undefined) | -8% | -8% | 7% | 0% | 32% | -21% | 2% | 14% | -2
C[C@H](CO)N1C[C@H](C)[C@@H](CN(C)S(C)(=O)=O)Oc2c(NC(=O)C3CC3)cccc2C1=O | nt | -7% | 19% | 14% | nt | -17% | 7% | -2% | 1
O=C1CC(NC23CC4CC(CC(C4)C2)C3)C(=O)N1c1ccc2c(c1)OCO2 (centres undefined) | -1% | 2% | 0% | -4% | 2% | -12% | 3% | -14% | 2
CC1=C(C(=O)OC(C)C)[C@@H](c2ccc(C)o2)NC(=O)N1 | 5% | 0% | 17% | -4% | 13% | 1.1µM* | -6% | 14% | -4
CCOc1ccccc1NC(=O)C1(S(=O)(=O)c2ccc(Cl)cc2)CC1 | -7% | 2% | -12% | -22% | 22% | -20% | -19% | 22% | -1
COC(=O)c1cc(C(=O)c2cc(Br)ccc2O)coc1=N | -9% | 1% | ? | -34% | -8% | 1% | -8% | -11% | -4
c1ccc(COC2CCCN(Cc3nc(Cc4ccccc4)no3)C2)cc1 (centres undefined) | -15% | -3% | ? | 0% | 17% | -15% | 6% | 5% | 1
COc1ccc(Cl)cc1NC(=O)c1sc(-n2nc(C)c(Cc3ccccc3)c2C)nc1C | 3% | -1% | nt | ? | 20% | -4% | -7% | 23% | -8
CCCCCC(=O)N=Nc1c(O)[nH]c2ccc([N+](=O)[O-])cc12 | -2% | -22% | -1% | -27% | ? | -20% | -5% | -6% | -7
COc1cc(CNC2CCCCCCC2)cc(Cl)c1OCC(N)=O | 5% | 3% | 8% | 0% | 29% | -9% | -30% | 2% | -8
O=C(Nc1ccnn1C1CCN(Cc2cccc(OCCO)c2)CC1)C1CCCC1 | -2% | 2% | 12% | 0% | 18% | -23% | -12% | 14% | 0
COc1ccc(N2CCN(C(=O)c3cccc(S(=O)(=O)N4CCc5ccccc54)c3)CC2)cc1 | nt | -5% | ? | -4% | nt | -6% | -20% | -23% | -1
Cc1c(C(=O)N2CCCCC2)c(S(=O)(=O)N2CCc3ccccc32)c(C)n1C | -3% | -9% | 4% | -2% | -2% | 12% | -1% | -3% | 0
CC1(C)Cc2c(sc3nc4n(c(=N)c23)CCC4)CO1 | -10% | -2% | -2% | 33%[activator] | 0% | -13% | 10% | -34% | 2
O=C(CSc1nnc(NC(=O)c2ccccc2Cl)s1)NC1CC1 | -1% | 0% | -16% | -13% | -4% | -4% | -1% | -4% | -10
O=C(Nc1nc2ccccc2s1)C1CCN(S(=O)(=O)c2cc([N+](=O)[O-])ccc2Cl)CC1 | -13% | -15% | ? | -13% | ? | 40µM* | ? | -9% | 5
COc1ccc(CNC(=O)C2CCN(S(=O)(=O)c3ccc4c(c3)NC(=O)CO4)CC2)cc1 | -8% | -8% | 1% | 18% | 4% | 8% | -17% | 18% | -5
CCNc1ccc(N=Nc2c(C)n(C)n(-c3ccccc3)c2=O)cc1 | -21% | 0% | 0% | ? | 2% | 9% | -9% | -30% | 7
COCCCNc1nc(NCc2ccccc2OC)c2cnn(C)c2n1 | -3% | 3% | nt | ? | -3% | nt | -16%[60.1 µM] | 15% | -2

Exported with tabs: part of the list above.
mol	Anesthetic bind	ERG Ets-DNA blk	APE1 inh	ALOX12 inh	POLB inh	POLH inh	Pol kappa inh	RGS4 inhibitor	LDHA block
COc1ccc(N2CCN(C(=O)c3cccc(S(=O)(=O)N4CCc5ccccc54)c3)CC2)cc1	nt	-5%	?	-4%	nt	-6%	-20%	-23%	-1
Cc1c(C(=O)N2CCCCC2)c(S(=O)(=O)N2CCc3ccccc32)c(C)n1C	-3%	-9%	4%	-2%	-2%	12%	-1%	-3%	0
CC1(C)Cc2c(sc3nc4n(c(=N)c23)CCC4)CO1	-10%	-2%	-2%	33%[activator]	0%	-13%	10%	-34%	2
